CHRM1 PAM – potentiates human M1 receptor response to acetylcholine; activation, % at 3 µM; P11229; CHO-K1 hM1, Fluo-8 calcium fluorescence, ACh EC20; 0% = ACh EC20, 100% = maximal ACh; 360,000 tested, 0.088% active; in the data active = activation above about 19%, passing the limit was not always enough
Target sequence (P11229 whole entry, looked up): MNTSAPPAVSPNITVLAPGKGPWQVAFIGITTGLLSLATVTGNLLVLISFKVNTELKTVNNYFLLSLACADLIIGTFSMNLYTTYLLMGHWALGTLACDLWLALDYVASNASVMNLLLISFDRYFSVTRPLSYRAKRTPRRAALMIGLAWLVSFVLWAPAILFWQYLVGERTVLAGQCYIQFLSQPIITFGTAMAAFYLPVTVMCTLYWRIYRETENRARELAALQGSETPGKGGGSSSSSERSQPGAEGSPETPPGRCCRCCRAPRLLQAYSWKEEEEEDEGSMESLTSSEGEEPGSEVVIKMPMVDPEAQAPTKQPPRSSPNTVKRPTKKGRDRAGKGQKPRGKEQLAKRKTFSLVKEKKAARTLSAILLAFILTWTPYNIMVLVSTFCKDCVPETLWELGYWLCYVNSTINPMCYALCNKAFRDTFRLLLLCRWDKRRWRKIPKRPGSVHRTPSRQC
CHRM4 antagonist – blocks acetylcholine activation of human M4 receptor | P08173 | CHO-hM4 cells, ACh EC80, Fluo-8 calcium fluorescence | inhibition, % at 3 µM | 360,000 tested, 0.73% active | AID 624125;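 active = inhibition above its plate's cutoff, the mean inhibition of sample wells plus 3 SD, cut at about 27% in these data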;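 also: 0% = acetylcholine EC80 with DMSO and 100% = DMSO without agonist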
CHRM5 PAM – potentiates acetylcholine response at human M5 receptor; CHO-K1 hM5, Fluo-8 calcium, ACh EC20 PAM; 0% = ACh EC20, 100% = ACh EC100; 360,000 tested, 0.3% active; activation, % at 3 µM; P08912;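 active = activation above the run cutoff, the mean activation of all test compounds plus 3 SD, cut at about 18% in these data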
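Probe or stimulus: acetylcholine, EC20 level; Assay system: human M5 receptor in CHO-K1 cells; Schedule: compound preincubation 140 s before EC20 acetylcholine addition; Technique: intracellular calcium via Fluo-8 fluorescence; Dosing: single-point, 3 µM nominal; Read-out basis: percent activation from peak-over-basal fluorescence ratio, scaled EC20-to-EC100 acetylcholine; Repeats: one well per compound, no replicates.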
CHRM5 antagonist – antagonists of human muscarinic M5 receptor (CHRM5); AID 624040; inhibition, % at 3 µM; P08912; CHO-hM5 cells, Fluo-8 calcium fluorescence, ACh EC80; 360,000 tested, 0.59% active;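 active = inhibition above a per-plate cutoff, the mean of that plate's test compounds plus 3 SD, cut at about 27% in these data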;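 also: 0% = acetylcholine EC80 with DMSO and 100% = DMSO without agonist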
M1 antag – antagonists of human M1 muscarinic receptor; CHO-K1 hM1, Fluo-8 calcium fluorescence, ACh EC80 antagonist; inhibition, % at 3 µM; P11229; 360,000 tested, 1.3% active;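 active = percent inhibition above its own plate's cutoff, namely the mean of that plate's compound wells plus 3 SD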;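 also: peak over basal fluorescence ratio during 140 s after agonist addition; 0% = ACh EC80 plus DMSO and 100% = DMSO alone without agonist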
TAAR1 ag – human TAAR1 agonism. Q96RJ0. CHO RD-HGA16 TAAR1, Fluo-8 calcium fluorescence; vehicle wells 0%, saturating PEA agonist 100%. activation, % at 3 µM. 360,000 tested, 0.99% active;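 active = activation above the mean activation of all test compounds in the run plus 3 SD, cut at about 38% in these data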
Target sequence (Q96RJ0 whole entry, looked up): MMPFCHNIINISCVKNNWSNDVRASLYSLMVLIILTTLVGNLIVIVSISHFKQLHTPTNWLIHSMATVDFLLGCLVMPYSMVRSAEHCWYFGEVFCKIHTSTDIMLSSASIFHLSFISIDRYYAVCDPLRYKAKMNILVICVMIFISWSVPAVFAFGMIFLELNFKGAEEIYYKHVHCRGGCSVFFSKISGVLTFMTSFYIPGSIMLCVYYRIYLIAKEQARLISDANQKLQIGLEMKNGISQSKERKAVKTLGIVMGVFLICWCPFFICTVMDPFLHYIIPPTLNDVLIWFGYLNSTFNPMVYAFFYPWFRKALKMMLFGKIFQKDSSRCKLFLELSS
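Test system: RD-HGA16 (CHO) cells co-expressing Gα16 and hTAAR1; dosing: one-point dosing at 3 µM (nominal); timing: 17-24 h seeding, 75 min 37 °C dye, 30 min RT; signal: kinetic Fluo-8 calcium fluorescence; read-out basis: % activation relative to PEA EC100 response; controls: DMSO and PEA EC100; replicates: n 1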
M1 ag – agonists of human M1 muscarinic receptor; 360,000 tested, 0.33% active; activation, % at 3 µM; AID 588814; CHO-K1 hM1, Fluo-8 calcium fluorescence, agonist mode; 0% DMSO, 100% acetylcholine EC100;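 active = activation above the run's mean compound activation plus 3 SD, cut at about 16% in these data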;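 also: peak over basal fluorescence ratio within a 140 s kinetic read after compound addition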
M4 ag – CHRM4 agonism in calcium assay | P08173 | CHO-K1 hM4/Gqi5, Fluo-8 calcium fluorescence; vehicle 0%, full acetylcholine response 100% | activation, % at 3 µM | 360,000 tested, 0.14% active | AID 624127;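 active = activation above the run mean over all test wells plus 3 SD, cut at about 32% in these data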;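 also: peak over basal fluorescence ratio per well then scaled between controls; 0% = DMSO wells and 100% = acetylcholine at EC100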
M5 ag – agonists of human muscarinic M5 receptor (CHRM5); P08912; CHO-K1 hM5 cells, Fluo-8 calcium fluorescence; 0% DMSO wells, 100% maximal acetylcholine response; activation, % at 3 µM; 360,000 tested, 0.19% active; AID 624037;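 active = activation above the run's mean over test compounds plus 3 SD, cut at about 23% in these data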;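 also: signal is peak over basal fluorescence ratio across the kinetic read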
An asterisk follows results filed as active; x = no result given. A portion of the library (hit frequency here may not be typical).

#	SMILES	CHRM1 PAM	CHRM4 antagonist	CHRM5 PAM	CHRM5 antagonist	M1 antag	TAAR1 ag	M1 ag	M4 ag	M5 ag
1	COc1cccc(O)c1CN1CCC(n2nccc2NC(=O)c2ccc3c(c2)OCO3)CC1	-3	-1	-3	7	14	0	-6	1	-9
2	O=C(COC(=O)CSc1ccc(Cl)cc1)Nc1ccccc1	2	-9	-5	-5	-1	1	-2	0	-4
3	N#Cc1ccc(-c2ccco2)nc1SCc1ccccc1	8	0	-2	-2	-16	5	-3	-2	-2
4	CC1CCCN(C(=O)CNC(=O)Cn2ccc3ccccc3c2=O)C1 (stereo unspecified)	8	6	-6	6	-12	1	-4	0	1
5	Cc1ncc(CN2CCC(N3CCC(C(=O)N4CCCC4)CC3)CC2)s1	5	-2	7	-18	-1	x	1	0	-2
6	COc1cc(OC)c(C(=O)OC(C)C(=O)Nc2cccc(C(F)(F)F)c2)cc1OC (stereo unspecified)	0	-5	-5	6	-6	-2	-7	3	-5
7	C=C(C)CN(CC)Cc1c(C(=O)N(C)CCCC)nc2ccccn12	5	-5	-4	7	-6	2	-6	0	-6
8	Cc1cc2c(Nc3ccccc3)ncnc2s1	2	5	1	8	-3	-3	-8	0	-8
9	CN(CCO)c1cc(N2CCC3(CC2)OCCO3)c2nonc2c1[N+](=O)[O-]	-5	15	-2	1	6	8	-5	0	0
10	O=C(NCc1cc(C(F)(F)F)ccc1F)C1CCC(=O)N(C2CCCCCC2)C1 (stereo unspecified)	-5	2	0	5	3	1	-1	6	3
11	COc1ccc(C(=O)N(CN2CCCC2=O)c2ccc(C)cc2)cc1	12	-1	0	-1	-11	6	-1	-2	3
12	CCNc1ccc(S(=O)(=O)N(C)C)cc1NCC(=O)Nc1ccccc1Br	-3	-17	-14	7	12	7	-4	17	-3
13	COc1ccc(CN2CCNC(=O)C2CC(=O)NCCC2=CCCCC2)cc1OC (stereo unspecified)	9	5	1	0	-14	0	1	1	-3
14	CC(=O)c1ccc(NC2=C(N3CCOCC3)C(=O)c3ccccc3C2=O)cc1	6	2	-6	16	-13	15	-5	0	-1
15	Cc1ccc(-c2ccc(C)c(N)c2C)c(C)c1N	9	-14	9	-4	-10	9	-1	2	-1
16	CC(C)Oc1cccc(C(=O)Nc2ccc(NC(=O)c3ccco3)cc2)c1	2	0	2	-1	-15	11	-2	10	5
17	O=C(CCN1C(=O)c2ccccc2C1=O)Nc1ccc(F)cc1F	5	-9	-2	0	-6	6	-3	2	1
18	CCOc1ccccc1C1C2C(=O)N(c3ccccc3)C(=O)C2ON1c1ccccc1 (stereo unspecified)	-12	1	-14	5	28*	16	-4	7	1
19	C#CCOCCOCCOCCNc1nc(N2CCN(C(=O)[C@H](Cc3ccc(O)cc3)n3cc([C@@H](N)C(C)CC)nn3)CC2)nc(N2CCN(C(=O)[C@H](CCCCN)n3cc([C@@H](N)CO)nn3)CC2)n1 (stereo partly specified)	3	-16	4	9	-5	x	-9	0	0
20	CCC(Oc1ccccc1OC)C(=O)Nc1ccc2c(c1)OCCO2 (stereo unspecified)	11	-10	-3	10	-10	0	-5	1	-1
21	ON=C1c2ccccc2-c2ccccc21	-1	3	-1	4	-9	-2	-5	-1	-7
22	S=c1[nH]nc(-c2ccccc2Cl)n1CC1CCCO1 (stereo unspecified)	14	-4	8	-5	-17	0	-2	0	-1
23	CNc1ccccc1C(=O)OCC(=O)c1ccc(F)cc1	3	-6	-3	-11	12	-1	1	1	-2
24	CCCS(=O)(=O)N1CCC(C(=O)NCCc2ccc(C)cc2)CC1	6	6	0	-1	-12	12	-2	1	0
25	CCN(C(=O)c1cc2c(=O)[nH]c3ccc(C)cc3c2s1)c1cccc(C)c1	9	1	3	8	-10	1	-3	0	2
26	CCc1nc2c(OCCOc3ccc(F)cc3)cccn2c1N(C)C(=O)c1cccs1	6	7	-3	4	-15	-2	-9	0	-3
27	COc1ccc(C2CC2/C(=N/O)c2ccccc2)cc1 (stereo unspecified)	-3	-12	-2	5	2	1	-6	0	-2
28	N#CC1=C(N)Oc2n[nH]c(-c3ccccc3)c2C1c1cccc(OC(=O)N2CCOCC2)c1 (stereo unspecified)	3	-3	0	-4	6	10	1	1	4
29	O=c1cc[nH]c2c1ccc1cccnc12	12	-13	8	1	-2	9	-3	1	3
30	COc1cc(-c2nc3ccccn3c2N)ccc1O	12	-18	8	-17	-15	1	1	1	4
31	COc1ccc([C@H]2N[C@]3(CCCN(Cc4ccccc4)C3=O)[C@H]3C(=O)N(Cc4ccccc4)C(=O)[C@@H]23)cc1	-4	4	2	-5	-6	0	-9	1	0
32	CSc1ccc(Cl)c(C(=O)OCC(=O)N2CCNC2=O)c1	-1	14	-5	6	-2	8	-4	0	-3
33	COc1ccc(Cl)cc1S(=O)(=O)N1CCCC(C(=O)NCc2ccccn2)C1 (stereo unspecified)	7	-1	-5	3	-16	-1	-4	1	0
34	Cc1cc(C)nc(N(C#N)CC(=O)Nc2ccccc2)n1	6	0	0	-2	-3	14	-5	0	-4
35	O=C(CCc1c[nH]c2ccccc12)N1CCN(c2ccc(O)cc2)CC1	-11	0	-15	-5	12	2	-2	13	7
36	Oc1c(Cl)cc(Cl)cc1C=Nc1ccc(N2CCOCC2)cc1	-1	6	-8	10	3	0	-3	11	1
37	COC(=O)CC(=O)CSc1nc2c(cc1C#N)CCCCC2	0	-7	-4	1	-5	-4	-11	2	-1
38	Nc1c(Cl)cc(-c2csc(N3CCCC3c3nc4cc(Cl)c(N5CCCCC5)cc4n3CCCO)n2)cc1Cl (stereo unspecified)	0	-9	3	13	-5	8	-5	2	-2
39	CC(C)CN1CCC(=O)N([C@H](COc2ccccc2)Cc2ccccc2)CC1	7	0	-8	-2	-8	14	-10	15	-2
40	CCOc1ccc(S(=O)(=O)NC(C)C)cc1C(N)=O	16	-7	-4	5	-7	1	-7	1	0
41	O=S(=O)(c1ccccc1)C1(C2CC(c3ccccc3)=NO2)CC(O)C1 (stereo unspecified)	1	16	-1	0	3	8	-4	0	1
42	CN(CC(=O)N(CCO)Cc1ccccc1)S(=O)(=O)c1ccc2c(c1)c(=O)n(C)c(=O)n2C	3	10	-2	10	-3	1	-1	18	-5
43	COC(=O)[C@H](CCSC)NC(=O)Nc1ccc(C(C)C)cc1	2	13	-6	0	-9	5	-6	-1	-3
44	CC(OC(=O)c1ccco1)C(=O)NC1CCCC1 (stereo unspecified)	0	-6	8	0	0	3	-2	1	-1
45	CCNC(=O)C1(C)CCCN(Cc2ccc(-c3ccccc3)o2)C1 (stereo unspecified)	0	-15	-1	-3	-5	3	-6	1	-1
46	CCOC(=O)CC1C(=O)NCCN1S(=O)(=O)c1ccc(Br)cc1 (stereo unspecified)	6	7	0	6	-1	4	-6	0	-2
47	COc1ccc(C2CC(c3ccccc3)=NN2c2ccc(Cl)c(C(=O)O)c2)cc1 (stereo unspecified)	3	-8	6	5	-3	2	-7	1	-5
48	CC1CCN(c2ccc(NC(=O)c3ccccc3[N+](=O)[O-])cc2)CC1	-4	4	1	8	0	2	-12	2	-1
49	O=C(CSc1nc2ccccc2c(=O)n1-c1ccc(F)cc1)Nc1ccc(N2CCOCC2)cc1	4	-2	0	-2	-3	1	-6	0	0

Assay outcomes (PubChem BioAssay)
